FLuc counter: counter-screen for miR-21 project: firefly luciferase inhibitors or activators | 6.9% of 360,000 active | purified FLuc, Km substrates, luminescence inhibition | P08659 | Potency, µM (doses to about 57.5 µM), for the others: at the top dose activity change, negative = inhibition, most hits filed as inhibitors | AID 588342;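 note: plate controls were vehicle for no effect and reference inhibitor for full effect; nearly all actives have a fitted effect of over 55% in size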
Target sequence (P08659 whole entry, looked up): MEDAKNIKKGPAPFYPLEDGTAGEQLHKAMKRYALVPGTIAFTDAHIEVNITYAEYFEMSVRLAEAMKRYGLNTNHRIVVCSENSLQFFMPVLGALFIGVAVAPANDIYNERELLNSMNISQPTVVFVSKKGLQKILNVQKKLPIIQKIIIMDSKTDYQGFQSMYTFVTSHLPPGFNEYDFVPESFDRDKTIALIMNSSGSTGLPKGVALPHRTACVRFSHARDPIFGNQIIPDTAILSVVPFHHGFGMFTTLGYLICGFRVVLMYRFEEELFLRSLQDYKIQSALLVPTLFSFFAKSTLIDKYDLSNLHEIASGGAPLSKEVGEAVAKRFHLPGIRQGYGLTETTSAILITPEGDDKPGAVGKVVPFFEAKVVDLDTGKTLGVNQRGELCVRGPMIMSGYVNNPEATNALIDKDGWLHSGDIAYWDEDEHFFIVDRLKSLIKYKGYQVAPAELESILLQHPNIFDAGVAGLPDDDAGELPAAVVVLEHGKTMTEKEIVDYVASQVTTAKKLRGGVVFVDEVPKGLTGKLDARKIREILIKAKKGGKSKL
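Purified P. pyralis luciferase, 10 nM final, with Km-level 10 uM D-luciferin and 10 uM ATP in 50 mM Tris acetate pH 7.5, 10 mM Mg acetate, 0.01% Tween-20, 0.05% BSA; 6-point qHTS titration about 60 µM downward; luminescence read.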
BRCA1 expr up: BRCA1 expression activation. MCF7-BRCA1-FFLuc reporter, luminescence, 48 h; response scale: scaled: vehicle 0%, 10 µM genistein 100%. Potency, µM (highest dose often 46.1 µM), for the others: at the highest dose activation, most hits filed as activators. 1.1% of 380,000 active. AID 624202; note: nearly all actives have a fitted effect of over 80% in size; some results filed as inactive show a strong effect at the top dose
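Using MCF7 cells harboring a BRCA1 firefly luciferase reporter, plated 2 h before compound pinning, the screen measured luminescence after 48 h incubation. Responses were normalized to DMSO and 10 microM genistein, then fitted for concentration-effect.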
Rab9 promoter act: activates the Rab9 promoter; Huh7 Rab9 promoter-luciferase reporter, luminescence, 24 h; Potency, µM (titrated, usually from 9.22 µM), inactives show at the top dose activation, negative = inhibition, hits mostly activators; 2.8% of 320,000 active; note: % of control where 0% means no effect; nearly all actives have a fitted effect of over 60% in size
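Rab9 promoter-driven luciferase in stably transfected Huh7 cells; 1500 cells/well rested 2 h, exposed to compound in DMSO for 24 h at 37 °C, 5% CO2. Luminescence read 10 min after adding luciferase reagent at ambient temperature.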
RORg inh: blocks mouse ROR gamma transcriptional activity | P51450 | Drosophila S2 Gal4-RORgamma UAS-luciferase reporter, 20 h | Potency, µM (titrated, usually from 53.6 µM), for inactives: top-dose activity change, negative = inhibition, actives largely listed as inhibitors | 5.4% of 310,000 active | AID 2551; note: % is set by controls: 0 for no effect and ±100 for the full control effect; nearly all actives have a fitted effect of over 60% in size
Target sequence (P51450 whole entry, looked up, the tested form may be a part): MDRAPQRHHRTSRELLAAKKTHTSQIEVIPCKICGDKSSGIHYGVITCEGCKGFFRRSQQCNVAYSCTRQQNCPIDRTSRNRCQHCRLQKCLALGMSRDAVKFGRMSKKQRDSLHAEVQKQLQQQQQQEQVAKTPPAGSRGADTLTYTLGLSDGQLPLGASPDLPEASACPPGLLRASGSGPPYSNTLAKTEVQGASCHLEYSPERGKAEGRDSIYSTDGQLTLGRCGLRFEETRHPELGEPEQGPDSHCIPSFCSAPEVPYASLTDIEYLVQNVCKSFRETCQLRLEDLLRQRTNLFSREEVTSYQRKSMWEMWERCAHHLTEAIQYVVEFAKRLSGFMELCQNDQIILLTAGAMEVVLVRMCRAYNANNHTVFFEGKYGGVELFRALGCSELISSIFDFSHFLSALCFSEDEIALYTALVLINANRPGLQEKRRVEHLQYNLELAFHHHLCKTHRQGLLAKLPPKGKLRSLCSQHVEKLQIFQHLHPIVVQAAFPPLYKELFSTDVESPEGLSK
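Compounds are pin-transferred onto Drosophila Schneider cells expressing a copper-inducible Gal4–ROR gamma transactivation domain fusion. After 1 hr, copper sulfate is added to 700 uM final; luciferase is read 20 hr later.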
ELG1 genotoxic: inducers of genotoxicity in HEK293T ELG1-luciferase cells. HEK293T ELG1-luciferase reporter, luminescence, 16 h. Potency, µM (top dose mostly 46 µM), inactives show at the highest dose activity change, positive = activation, usual class: activators. 1.3% of 330,000 active; note: % of control where 0% means no effect; nearly all actives have a fitted effect of over 60% in size
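Genotoxicity was scored as increased ELG1-luciferase reporter signal, measured by ONE-Glo luminescence (30 min, room temperature). Compound or vehicle exposure of the HEK293T reporter cells lasted 16 hr at 37°C.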
uPA surface inh: inhibitors of cell surface uPA generation. cell surface uPA generation assay, qHTS. Potency, µM (series often up to 38.3 µM), without a hit: at the top dose activity change, negative = inhibition, usual class: inhibitors. 0.31% of 330,000 active; active = well fitted inhibition curve with a large enough effect; inconclusive = small, poorly fitted or top-dose-only effect; inactive = no such curve, though single readings can be large or run the other way; tested in mouse RAW 264.7 cells; note: % is set by controls: 0 for no effect and ±100 for the full control effect; nearly all actives have a fitted effect of over 55% in size
Gal4-VP16 FLuc: Gal4-VP16 reporter inhibition counter-screen. Drosophila S2 Gal4-VP16 UAS-luciferase, luminescence, 20 h. Potency, µM (doses to about 53.6 µM), for the others: at the top dose activity, negative = inhibition, hits mostly inhibitors. 3.5% of 310,000 active. AID 2546;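 note: Gal4-VP16 expression switched on by copper sulfate through the metallothionein promoter; % is set by controls: 0 for no effect and ±100 for the full control effect; nearly all actives have a fitted effect of over 50% in size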
MBNL1 CUG block: MBNL1-poly(CUG) RNA binding inhibition; AID 2675; 0.036% of 280,000 active; Potency, µM (highest dose often 57.5 µM), inactives show at the top dose activity change, negative = inhibition, actives largely listed as inhibitors; Q9NR56; TR-FRET MBNL1-His/biotin-(CUG)12 binding, 665/545 ratio; active = well fitted inhibition curve with a large enough effect in the signal ratio, with a control signal flat, not every such curve was filed as active; inconclusive = small, poorly fitted or top-dose-only effect, or effect the other way, or a change in a side signal; inactive = no such curve, though single readings can be large or run the other way; the % refers to the signal ratio; note: % is set by controls: 0 for no effect and ±100 for the full control effect
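Ratiometric TR-FRET (665 over 545 nm, excitation 340 nm) tracks disruption of MBNL1-His/biotin-(CUG)12 complex after 60 min at room temperature, with compounds at 92 nM to 58 uM final.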
NPC1 promoter act: NPC1 promoter activation; Huh7 NPC1 promoter luciferase reporter, 24 h; Potency, µM (doses to about 9.22 µM), for inactives: at the top dose activation, most hits filed as activators; 2.4% of 320,000 active; AID 485313;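 note: % of control where 0% means no effect; nearly all actives have a fitted effect of over 60% in size; reporter is driven by a mutant NPC1 promoter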
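Luminescence read-out of NPC1 promoter-driven luciferase in stably transfected Huh7 cells; compounds delivered in DMSO and left 24 h at 37C, 5% CO2, qHTS titration format.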
p53 reactivation: re-activators of mutant p53 | H1299 p53-A138V BP100-luciferase reporter, luminescence, 24 h | Potency, µM (doses to about 92.2 µM), for the others: at the top dose activity change, positive = activation, hits mostly activators | 0.063% of 320,000 active | AID 504706; note: % of control where 0% means no effect; nearly all actives have a fitted effect of over 45% in size
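H1299 (p53-null), stable ts p53-A138V + BP100-Luc; 1000 cells/well, Opti-MEM/10% FBS; cpd 4 pt, 1:5; 24 h, 37 deg C, 5% CO2; detection reagent 10 min RT; luminescence.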
Active calls of the source: *; [ ] = another dose, or the depositor's remark. Unless noted, calls come from the whole dose curve; as a rule, active = well fitted curve in the direction sought with a large enough effect; inconclusive = small, poorly fitted or top-dose-only effect, or another doubt; inactive = no such curve, though single readings can be large; an effect the other way counts as inactive or inconclusive. Potency is the fitted concentration of half-maximal effect.

How did COC(=O)c1noc(C)c1-c1ccnn1C(=O)c1ccc(Cl)cc1 do in these assays?
FLuc counter: -1%; BRCA1 expr up: 0%; Rab9 promoter act: -2%; RORg inh: 1%; ELG1 genotoxic: 0%; uPA surface inh: -3%; Gal4-VP16 FLuc: 4%; NPC1 promoter act: -4%; p53 reactivation: -5%

Results for N#Cc1nc(-c2ccc(Cl)cc2)oc1NCCc1ccccn1 ?
FLuc counter: -10%; BRCA1 expr up: 3.5µM*; Rab9 promoter act: inconclusive; RORg inh: 35%; ELG1 genotoxic: 8.2µM*; uPA surface inh: -3%; Gal4-VP16 FLuc: 15%[0.365 µM]; MBNL1 CUG block: 0%; NPC1 promoter act: inconclusive; p53 reactivation: inconclusive

Results for Cc1noc(C)c1S(=O)(=O)N(C)C[C@H]1Oc2c(NC(=O)Nc3ccc4c(c3)OCO4)cccc2C(=O)N([C@H](C)CO)C[C@@H]1C ?
BRCA1 expr up: -2%; ELG1 genotoxic: -1%; uPA surface inh: -9%; p53 reactivation: -5%

How did Cc1ccc(NS(=O)(=O)c2ccccc2F)cc1S(=O)(=O)N1CCCCC1 do in these assays?
BRCA1 expr up: 0%; Rab9 promoter act: -1%; ELG1 genotoxic: -6%; uPA surface inh: -9%; NPC1 promoter act: -2%; p53 reactivation: -10%

How did CC1=N/C(=C\c2ccc([N+](=O)[O-])cc2)C(=O)N1c1ccc(Br)c(C)c1 do in these assays?
FLuc counter: -1%; BRCA1 expr up: -14%; Rab9 promoter act: 1%; RORg inh: 37%; ELG1 genotoxic: 0%; uPA surface inh: 7%; Gal4-VP16 FLuc: -3%; MBNL1 CUG block: inconclusive; NPC1 promoter act: 1%; p53 reactivation: -3%

How did COc1ccccc1N1CCN(Cc2cc(=O)n3ccsc3n2)CC1 do in these assays?
FLuc counter: 1%; BRCA1 expr up: -3%; Rab9 promoter act: 1%; RORg inh: -7%; ELG1 genotoxic: 0%; uPA surface inh: 4%; Gal4-VP16 FLuc: 1%; MBNL1 CUG block: 4%; NPC1 promoter act: 1%; p53 reactivation: 4%

What do the screens show for `Cc1ccc(-n2cc(CNCCCN3CCCC3=O)c(-c3ccc(F)cc3)n2)cc1`?
FLuc counter: inconclusive; BRCA1 expr up: 1%; Rab9 promoter act: -14%; RORg inh: -13%; ELG1 genotoxic: -2%; uPA surface inh: -8%; Gal4-VP16 FLuc: -3%; MBNL1 CUG block: -17%; NPC1 promoter act: 0%; p53 reactivation: -2%

What do the screens show for `Cc1nn(-c2ccccc2)c(C)c1NC(=O)CCl`?
FLuc counter: -2%; BRCA1 expr up: -4%; Rab9 promoter act: -4%; RORg inh: -18%; ELG1 genotoxic: -2%; uPA surface inh: -10%; Gal4-VP16 FLuc: 3%; MBNL1 CUG block: 13%; NPC1 promoter act: -10%; p53 reactivation: inconclusive

How did Cn1nnc(NC(=O)c2cccc(OCc3ccccc3)c2)n1 do in these assays?
FLuc counter: -14%; BRCA1 expr up: 81%; Rab9 promoter act: 6%; RORg inh: 9%[0.365 µM]; ELG1 genotoxic: -3%; uPA surface inh: 2%; MBNL1 CUG block: -1%; NPC1 promoter act: 11%; p53 reactivation: -11%

What do the screens show for `Cn1nnnc1SCC(=O)NC1CCCc2ccccc21` (stereo not given)?
FLuc counter: -1%; BRCA1 expr up: 2%; Rab9 promoter act: 1%; RORg inh: 23%; ELG1 genotoxic: -3%; Gal4-VP16 FLuc: -14%; NPC1 promoter act: -1%; p53 reactivation: -1%

Results for Cc1ccc(C(=O)N/C(=C\c2cccs2)C(=O)NCc2ccncc2)cc1 ?
FLuc counter: -2%; BRCA1 expr up: 6%; Rab9 promoter act: -10%; RORg inh: 2%; ELG1 genotoxic: 0%; Gal4-VP16 FLuc: 0%; MBNL1 CUG block: inconclusive; NPC1 promoter act: -3%; p53 reactivation: -5%

What do the screens show for `CS(=O)(=O)NNC(=O)C1Cc2c(ccc3ccccc23)O1` (stereo not given)?
FLuc counter: 6%; BRCA1 expr up: 9%; Rab9 promoter act: -8%; RORg inh: 18%; ELG1 genotoxic: 0%; uPA surface inh: 0%; Gal4-VP16 FLuc: 2%; MBNL1 CUG block: 11%; NPC1 promoter act: -2%; p53 reactivation: -1%

Results for COc1ccc(-n2c(SCC(=O)NC3CC3)nc3ccccc3c2=O)cc1OC ?
FLuc counter: 6%; BRCA1 expr up: 2%; Rab9 promoter act: 5%; ELG1 genotoxic: 7%; uPA surface inh: 11%; NPC1 promoter act: -7%; p53 reactivation: -7%

Results for COC(=O)COc1ccc2cccc(-n3cnnn3)c2c1 ?
FLuc counter: 3%; BRCA1 expr up: 4%; Rab9 promoter act: -3%; RORg inh: -8%; ELG1 genotoxic: 11%; uPA surface inh: 2%; Gal4-VP16 FLuc: 5%[10 µM]; MBNL1 CUG block: 3%; NPC1 promoter act: -3%; p53 reactivation: 3%

How did O=C(COC(=O)c1cccc(S(=O)(=O)N2CCCCC2)c1)NC1CCCc2ccccc21 (stereo not given) do in these assays?
FLuc counter: -1%; BRCA1 expr up: -14%; Rab9 promoter act: 0%; RORg inh: 16%; ELG1 genotoxic: 0%; uPA surface inh: 1%; Gal4-VP16 FLuc: 0%; MBNL1 CUG block: -4%; NPC1 promoter act: -2%; p53 reactivation: -9%

Results for CCOC(=O)C1CCN(c2nc(-c3ccc(C)cc3)nc3ccccc23)CC1 ?
FLuc counter: -3%; BRCA1 expr up: -37%; Rab9 promoter act: -3%; RORg inh: 10%; ELG1 genotoxic: -4%; uPA surface inh: 2%; Gal4-VP16 FLuc: 8%; MBNL1 CUG block: -5%; NPC1 promoter act: -2%; p53 reactivation: 3%

How did COC1=C/C(=C/c2c(O)c(C#N)c3ccccn23)C=CC1=O do in these assays?
FLuc counter: 15µM*; BRCA1 expr up: -45%; Rab9 promoter act: 0%; RORg inh: 24%; ELG1 genotoxic: 15%; uPA surface inh: 1%; Gal4-VP16 FLuc: 7%; MBNL1 CUG block: 13%; NPC1 promoter act: -2%; p53 reactivation: 18%

Results for N#Cc1c([N+](=O)[O-])cc([N+](=O)[O-])cc1S(=O)(=O)Cc1ccccc1 ?
FLuc counter: inconclusive; BRCA1 expr up: -96%; Rab9 promoter act: -47%[inhibitor]; ELG1 genotoxic: -2%; uPA surface inh: -10%; NPC1 promoter act: -34%[inhibitor]; p53 reactivation: -28%

What do the screens show for `CCN(CC(=O)NC(C)C)C(=O)Cc1ccc(C)c(C)c1`?
FLuc counter: -1%; BRCA1 expr up: 0%; Rab9 promoter act: 0%; RORg inh: 0%; ELG1 genotoxic: 5%; uPA surface inh: 0%; Gal4-VP16 FLuc: 13%; MBNL1 CUG block: 13%; NPC1 promoter act: -3%; p53 reactivation: -1%

Results for CCOC(=O)CNC(=S)N(Cc1ccccc1)Cc1cccs1 ?
FLuc counter: 2%; BRCA1 expr up: 2%; Rab9 promoter act: 2%; RORg inh: -19%; ELG1 genotoxic: -13%; uPA surface inh: -1%; Gal4-VP16 FLuc: 1%; MBNL1 CUG block: -1%; NPC1 promoter act: -1%; p53 reactivation: 1%

What do the screens show for `C/C(Cc1ccccc1)=N\NC(=O)CNC(=O)c1cccc(F)c1`?
FLuc counter: inconclusive; BRCA1 expr up: 4%; Rab9 promoter act: -1%; RORg inh: -10%; ELG1 genotoxic: 1%; uPA surface inh: -2%; Gal4-VP16 FLuc: -7%; MBNL1 CUG block: -4%; NPC1 promoter act: -10%; p53 reactivation: 15%

What do the screens show for `COC(=O)COc1ccc2c(c1)O/C(=C\c1ccco1)C2=O`?
FLuc counter: 3.4µM*; BRCA1 expr up: -22%; Rab9 promoter act: 13%; RORg inh: -12%; ELG1 genotoxic: 0%; uPA surface inh: 2%; Gal4-VP16 FLuc: 18%; MBNL1 CUG block: inconclusive; NPC1 promoter act: 1%; p53 reactivation: 4%

What do the screens show for `CCOC(=O)C1CCN(C(=O)Cn2nc(C)n3nc(-c4ccc(CC)cc4)cc3c2=O)CC1`?
FLuc counter: inconclusive; BRCA1 expr up: -14%; Rab9 promoter act: 10%; RORg inh: -1%; ELG1 genotoxic: 0%; uPA surface inh: 1%; Gal4-VP16 FLuc: -5%; MBNL1 CUG block: 6%; NPC1 promoter act: 1%; p53 reactivation: 3%

How did O=C(NCc1ccccc1)C1CC(=O)N(C2CCCCC2)C1 (stereo not given) do in these assays?
FLuc counter: 5%; BRCA1 expr up: 15%; Rab9 promoter act: 3%; RORg inh: -4%; ELG1 genotoxic: 2%; uPA surface inh: -2%; Gal4-VP16 FLuc: -4%; MBNL1 CUG block: -4%; NPC1 promoter act: -2%; p53 reactivation: 11%

Results for Cc1ccc(C)c(NC(=O)CSc2n[nH]c(-c3ccccn3)n2)c1 ?
FLuc counter: -3%; BRCA1 expr up: -84%; Rab9 promoter act: -13%; RORg inh: 6.3µM*; ELG1 genotoxic: inconclusive; uPA surface inh: -15%; Gal4-VP16 FLuc: inconclusive; MBNL1 CUG block: 0%; NPC1 promoter act: -4%; p53 reactivation: 30%

Results for CCOc1ccc(S(=O)(=O)Nc2ccc(C(=O)N3CCC3)cc2)cc1 ?
FLuc counter: -8%; BRCA1 expr up: -22%; Rab9 promoter act: 0%; ELG1 genotoxic: -10%; uPA surface inh: -4%; NPC1 promoter act: 1%; p53 reactivation: -4%
